Pf growth 96h: P. falciparum growth inhibition at 96 hours | Potency, µM (highest dose often 28.7 µM), for the others: at the top dose activity change, negative = inhibition, most hits filed as inhibitors | AID 504834 | hit rate 6.9% among 320,000 | P. falciparum luciferase reporter growth, 96 h; note: potency is the fitted concentration of half-maximal effect; % is set by controls: 0 for no effect and ±100 for the full control effect
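Two parasite generations (96 h, 37 C, 5% CO2) of compound exposure in infected erythrocytes (0.05% parasitemia, 2% hematocrit). Luciferase-reporter P. falciparum; decreased luminescence indicates inhibited growth, aimed at apicoplast-acting delayed death.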
Pf growth 48h: P. falciparum growth inhibition at 48 hours (one generation); P. falciparum luciferase growth in erythrocytes, 48 h; Potency, µM (series often up to 28.7 µM), for the others: at the highest dose activity change, negative = inhibition, most hits filed as inhibitors; hit rate 5.9% among 310,000; note: potency is the fitted concentration of half-maximal effect; % is set by controls: 0 for no effect and ±100 for the full control effect
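Cell-based growth assay: transgenic P. falciparum expressing firefly luciferase, cultured in red cells within RPMI 1640 containing 0.5% w/v Albumax, 24 mM bicarbonate and gentamycin. A drop in luciferase activity indicates inhibition.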
FBPA Giardia inh: Giardia lamblia aldolase inhibition | A8B2U2 | purified Giardia FBPA | hit rate 0.71% among 290,000 | Potency, µM (top dose mostly 59.6 µM), for inactives: at the top dose activity, negative = inhibition, usual class: inhibitors; note: potency is the fitted concentration of half-maximal effect; % is set by controls: 0 for no effect and ±100 for the full control effect; nearly all actives have a fitted effect of over 55% in size
Target sequence (A8B2U2 whole entry, looked up): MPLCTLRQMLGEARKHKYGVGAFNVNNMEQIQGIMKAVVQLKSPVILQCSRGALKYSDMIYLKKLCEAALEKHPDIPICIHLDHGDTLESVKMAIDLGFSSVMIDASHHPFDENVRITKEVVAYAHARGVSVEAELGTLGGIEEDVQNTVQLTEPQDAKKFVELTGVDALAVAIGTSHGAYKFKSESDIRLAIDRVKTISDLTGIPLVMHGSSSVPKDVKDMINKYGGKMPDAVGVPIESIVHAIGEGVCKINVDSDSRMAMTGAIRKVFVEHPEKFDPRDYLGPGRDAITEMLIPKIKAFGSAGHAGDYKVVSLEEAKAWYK
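40 nM FBPA preincubated 10 min at RT with compound (up to 57.5 uM final), then substrate plus GAPDH/TPI/NAD/arsenate coupling and diaphorase/resazurin added. Fluorescence read after 20 min at RT, 525/598 nm.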
Sm TGR inh: inhibitors of Schistosoma mansoni thioredoxin glutathione reductase | purified TGR, DTNB reduction, TNB absorbance 405 nm | Potency, µM (series often up to 114 µM), without a hit: at the highest dose activity change, negative = inhibition, most hits filed as inhibitors | hit rate 3% among 360,000 | AID 485364; note: potency is the fitted concentration of half-maximal effect; % is set by controls: 0 for no effect and ±100 for the full control effect; nearly all actives have a fitted effect of over 60% in size
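First, TGR (20 nM dispensed) and NADPH were mixed with compound. Second, a 15 min room-temperature incubation followed. Third, further NADPH and then DTNB were added to start the reaction. Finally, TNB absorbance was monitored kinetically.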
CHX counter: counter-screen for Shiga toxin inhibitors: cycloheximide protein synthesis inhibition; cell reporter, cycloheximide protein synthesis inhibition counterscreen; max response, %; hit rate 12% among 300,000; AID 2314; in the data active = max response mostly above about 13%, no sharp cut-off; inactive = mostly below about 14%; note: read at 38.3 µM for the half of the compounds with a filed dose; 0% is about no effect
Shiga inhibitor: blocks Shiga toxin action in Vero cells; Vero cells, Shiga toxin protein synthesis inhibition reporter; inhibition, % at 38.7 µM; hit rate 9.2% among 290,000; AID 2315; in the data active = inhibition mostly above about 28%, no sharp cut-off; inactive = mostly below about 43%; note: 0% is about no effect
* hit, by the source's call; ? = inconclusive; nt = not tested or not shown; [ ] = remark or other dose. Unless noted, calls come from the whole dose curve; as a rule, active = well fitted curve in the direction sought with a large enough effect; inconclusive = small, poorly fitted or top-dose-only effect, or another doubt; inactive = no such curve, though single readings can be large; an effect the other way counts as inactive or inconclusive.

SMILES	Pf growth 96h	Pf growth 48h	FBPA Giardia inh	Sm TGR inh	CHX counter	Shiga inhibitor
S=C(Nc1cccc(Br)c1)N1CCn2cccc2C1c1cccnc1 (configuration not stated)	?	12µM*	-10%	-13%	-1	4
COc1ccc(N2CCN(C3CCCCC3NS(=O)(=O)c3ccccc3)CC2)cc1 (configuration not stated)	19%	?	-12%	-10%	-6	-5
CC(=O)c1ccc(Nc2ccc(-c3ccccc3F)nn2)cc1	5%	nt	-28%	?	43*	92
CC1CCCN(C(=O)c2cc3ccccc3cc2O)C1 (configuration not stated)	?	?	-11%	1%	1	23
CCCn1nnnc1NCc1ccccc1Cl	22%	-6%	-8%	?	-3	-6
COc1ccc(S(=O)(=O)NCC2CCCO2)cc1Cl (configuration not stated)	?	1%	-3%	11%	-1	-6
O=C(N/N=C/c1cc(Br)c(O)c(Br)c1O)c1ccc2c(c1)OCCO2	-14%	?	-19%	?	29*	73*
O=C(CSc1nnc(Cc2cccs2)n1Cc1ccco1)Nc1cccc(Cl)c1	-10%	?	3%	?	1	1
Cc1ccccc1NC(=S)NCc1ccccc1	75%[activator]	4%	0%	1%	-3	2
COc1ccc(OC)c(S(=O)(=O)Nc2ccc3c(c2)C(=O)OC3)c1	16%	-1%	1%	-4%	-2	10
CC(=O)NC(C)C(=O)OCc1ccc(Cl)cc1Cl (configuration not stated)	12%	13%	-2%	-6%	5	22
CCOCCn1c2ccccc2c2nc3ccccc3nc21	?	-30%	8%	-3%	22	18
COc1cccc(CNS(=O)(=O)c2cc(-c3cc(C)no3)ccc2C(C)C)c1	-2%	13%	-5%	8%	-5	-4
CCOC(=O)C1=C(c2ccccc2)NC(=O)NC1c1ccc(N(C)C)cc1 (configuration not stated)	?	?	-25%	-24%	-1	30
CCOc1ccc(CCNC(=O)COC(=O)COc2cc(C)cc(C)c2)cc1OCC	1%	?	nt	-19%	nt	nt
Cc1cc(S(=O)(=O)N2CCN(C(=O)c3ccco3)CC2)ccc1F	-7%	-3%	11%	1%	-2	-3
CCOC(=O)C1=C(CC)Nc2ccccc2N=C1NC(=O)c1ccc(OC)c(S(=O)(=O)N2CCCCC2C)c1 (configuration not stated)	?	?	-3%	21%	5	-9
CCCCNc1nc(Nc2ccc(C)c(Cl)c2)c2cnn(C)c2n1	55%[activator]	?	2%	-4%	-2	-3
COc1ccccc1/C=C/C=C1N=C(/C=C/c2ccc(Cl)cc2)OC/1=O	-14%	7%	12%	-3%	-1	-2
O=C(NC1CCS(=O)(=O)C1)c1cccnc1 (configuration not stated)	113%[activator]	11%	-23%	-1%	6	-9
CN1CCc2nc3ccc(F)cc3c(C(N)=O)c2C1	227%[activator]	48%[activator]	-19%	7%	-5	12
COc1ccc(OC)c(C(=O)NC(CC(N)=O)c2ccc(NCCN3CCCCC3)c([N+](=O)[O-])c2)c1 (configuration not stated)	56%[activator]	49%[activator]	-3%	2%	1	-6
Cn1c(CNC(=O)c2ccco2)nnc1SCC(=O)Nc1ccc(Cl)cc1	?	-13%	nt	-21%	nt	nt
CSCCNC(=O)c1ccc2nc(Cc3ccccc3F)oc2c1	?	-5%	1%	2%	54*	50*
CC(/C=N/NC(=O)c1ccncc1)=C\c1ccccc1	33%[activator]	?	0%	-3%	23*	52*

Entries above with a Cl atom (7):
SMILES	Pf growth 96h	Pf growth 48h	FBPA Giardia inh	Sm TGR inh	CHX counter	Shiga inhibitor
CCCn1nnnc1NCc1ccccc1Cl	22%	-6%	-8%	?	-3	-6
COc1ccc(S(=O)(=O)NCC2CCCO2)cc1Cl (configuration not stated)	?	1%	-3%	11%	-1	-6
O=C(CSc1nnc(Cc2cccs2)n1Cc1ccco1)Nc1cccc(Cl)c1	-10%	?	3%	?	1	1
CC(=O)NC(C)C(=O)OCc1ccc(Cl)cc1Cl (configuration not stated)	12%	13%	-2%	-6%	5	22
CCCCNc1nc(Nc2ccc(C)c(Cl)c2)c2cnn(C)c2n1	55%[activator]	?	2%	-4%	-2	-3
COc1ccccc1/C=C/C=C1N=C(/C=C/c2ccc(Cl)cc2)OC/1=O	-14%	7%	12%	-3%	-1	-2
Cn1c(CNC(=O)c2ccco2)nnc1SCC(=O)Nc1ccc(Cl)cc1	?	-13%	nt	-21%	nt	nt

The list goes on.
SMILES	Pf growth 96h	Pf growth 48h	FBPA Giardia inh	Sm TGR inh	CHX counter	Shiga inhibitor
CSc1ccc(-c2nc(O)c3cnccn23)cc1	0%	-8%	-16%	-10%	-2	-3
CCc1ccc(OCC(=O)Nc2ccc(-c3cc4ccccc4oc3=O)c(OC)c2)cc1	?	?	8%	7%	-1	14
CCC(=O)N1N=C(c2ccc(NS(C)(=O)=O)cc2)CC1c1ccc(N(C)C)cc1 (configuration not stated)	4%	124%[activator]	-11%	1%	30*	72*
O=C(c1ccccc1)N1CC(COc2ccccc2)OC(c2cccnc2)O1 (configuration not stated)	nt	7%	0%	-10%	16*	29
CCOC(=O)/C(C#N)=C\c1ccc(N2CCN(C)CC2)cc1	25%	9%	5%	-4%	26*	13
CN(c1cccnc1)c1ncnc2[nH]ncc12	8%	-2%	3%	1%	-1	2
O=C(Nc1ccccc1)C1=C[C@H](c2csc3ccccc23)C[C@H](OCc2ccc(CO)cc2)O1	?	?	0%	4%	2	3
COc1ccc(OC)c(C(=O)NC(CC(N)=O)c2ccc(NCc3ccccn3)c([N+](=O)[O-])c2)c1 (configuration not stated)	?	-21%	-11%	-18%	-3	-8
Cc1ccc(CNC(=O)C2CCN(S(=O)(=O)N3CC(C)CC(C)C3)CC2)cc1 (configuration not stated)	?	-3%	nt	11%	14	-6
O=C(Nc1ccccc1)Nc1nnc(Cc2ccc(F)cc2)s1	8.3µM*	?	15%	0%	-2	-3
O=C(NCCc1ccccc1)C1CCN(C(=O)c2ccc([N+](=O)[O-])cc2)CC1	?	-6%	5%	5%	3	12
CC(=O)N1CCN(S(=O)(=O)c2cccc(C(=O)NC3CCCC3)c2)CC1	-1%	30%	nt	-3%	nt	nt
CC(C)C(=O)Nc1nnc(SCC(=O)NCc2cccs2)s1	?	-27%	0%	-2%	-2	-5
O=C(C/C=N/OCc1ccccc1F)c1cnc(-c2ccc(Cl)cc2)s1	14%	31%[activator]	6%	-5%	-2	20
CC12CCC(C(=O)Nc3cc(Cl)ccc3Cl)(C(Br)C1=O)C2(C)C (configuration not stated)	?	?	-2%	23%	-1	14
CCCN1C(=S)SC(C)(C)C1/[N+]([O-])=C/c1cccnc1 (configuration not stated)	-26%	nt	2%	2%	9	5
CN(C)c1ccc(C(=S)N2CCCCCC2)cc1	38%[activator]	nt	-3%	2%	20	20
CC(C)(C)c1ccc(C(=O)NC(=S)Nc2nc3c(s2)CCCC3)cc1	86%[activator]	136%[activator]	0%	-2%	69*	113*
CCOc1ccc2nc3sc(C(=O)N4CCOCC4)c(N)c3cc2c1	21%	35%[activator]	?	-10%[57.1 µM]	8	40
O=C(NCCc1ccccn1)c1cncc(Br)c1	70%[activator]	62%[activator]	16%	-9%	20*	37
CCC(=O)O[C@@H]1[C@H](C)O[C@H](O[C@H]2[C@@H](N(C)C)[C@H](O)[C@@H](O[C@@H]3[C@@H](CC=O)C[C@@H](C)[C@@H](O)/C=C\C=C/C[C@@H](C)OC(=O)C[C@@H](OC(=O)CC)[C@H]3OC)O[C@H]2C)C[C@]1(C)O	1.3µM*	?	1%[21.7 µM]	nt	nt	nt
CCOC(=O)CCc1c(C)nc(SCCN2CCCC2)c(C#N)c1C	5.2µM*	?	-2%	-3%	-4	12
Cc1ccccc1NC(=S)NC(NC(=O)N(C)C)C(Cl)(Cl)Cl (configuration not stated)	?	?	-2%	-34%	-1	-12
Cc1cc(OC(C)C(=O)NCc2ccccn2)c2c(C)cc(=O)oc2c1 (configuration not stated)	3.7µM*	1.7µM*	7%	1%	-4	8
Cc1ccc(S(=O)(=O)N(C)C)cc1NC(=O)COC(=O)COc1ccc2c(c1)CCC2	11%	4%	nt	-8%	nt	nt

The list goes on:
SMILES	Pf growth 96h	Pf growth 48h	FBPA Giardia inh	Sm TGR inh	CHX counter	Shiga inhibitor
O=C(OCC(=O)c1cccs1)c1ccc(NC(=O)c2ccco2)cc1	9%	22%	0%	?	59*	123
COc1ccccc1C(=O)NC(=S)/C=C1/N(C)c2ccccc2C1(C)C	?	?	-18%	-3%	14*	44
CCSc1nc2ccccc2n1CCOc1ccccc1	?	?	0%	0%	21*	48*
COc1ccc(S(=O)(=O)N2CCOC2CNC(=O)C(=O)NCCc2c[nH]c3ccccc23)cc1C (configuration not stated)	9.3µM*	?	-2%	-8%	-3	-18
COc1ccc2c(C)c(C(=O)N3CC[C@@H](N4CCC(O)CC4)[C@H](O)C3)oc2c1	-18%	?	-2%	3%	-2	-12
COC(=O)C1=C(C)N=C2SC(C#N)=C(N)N2C1c1ccc(OC)cc1 (configuration not stated)	-38%	-27%	0%	0%	-2	-11
COc1ccc(OC)c(NC(=O)c2cccnc2Sc2ccccc2)c1	17%	18%	-7%	-10%	-2	-16
CC(=O)Nc1ccc(C(=O)c2ccccc2)cc1	54%[activator]	33%[activator]	1%	-2%	16*	34
COC(=O)c1c(N)n(-c2ccc(N3CCOCC3)cc2)c2nc3ccccc3nc12	nt	nt	?	0%[11.4 µM]	1	7
O=C1NC(=O)/C(=C\c2ccc(OCc3cccc([N+](=O)[O-])c3)cc2)N1	-19%	-2%	-1%	-8%	1	33

Look-ups from the results shown:
`CCSc1nc2ccccc2n1CCOc1ccccc1` – FBPA Giardia inh = 0%
`COc1ccc(OC)c(NC(=O)c2cccnc2Sc2ccccc2)c1` – Pf growth 48h = 18%

One compound at a time, from the list above. Screens in order: Pf growth 96h	Pf growth 48h	FBPA Giardia inh	Sm TGR inh	CHX counter	Shiga inhibitor
CSc1ccc(-c2nc(O)c3cnccn23)cc1 is entered as 0%	-8%	-16%	-10%	-2	-3
CCSc1nc2ccccc2n1CCOc1ccccc1 is entered as ?	?	0%	0%	21*	48*
O=C(NCCc1ccccc1)C1CCN(C(=O)c2ccc([N+](=O)[O-])cc2)CC1 is entered as ?	-6%	5%	5%	3	12
O=C(N/N=C/c1cc(Br)c(O)c(Br)c1O)c1ccc2c(c1)OCCO2 is entered as -14%	?	-19%	?	29*	73*
CSCCNC(=O)c1ccc2nc(Cc3ccccc3F)oc2c1 is entered as ?	-5%	1%	2%	54*	50*

Screening data as filed in PubChem BioAssay.
